KB-3-1 cytotox: qHTS assay for MDR1-selective chemotherapeutics: Primary screen using the parental adenocarcinoma cell KB-3-1; KB-3-1 viability, CellTiter-Glo ATP luminescence, 72 h; Potency, µM (doses to about 46.1 µM), for the others: top-dose activity change, negative = cytotoxic, most hits filed as cytotoxic; 1.4% of 400,000 active; AID 1347075, 2019; further: potency means the concentration at half of the fitted maximal effect; on the % scale 0 is the no-effect control and ±100 the full control effect; nearly all actives have a fitted effect of over 60% in size
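Viability of parental KB-3-1 cells, measured by CellTiter-Glo luminescence, followed a 72 h incubation at 37 °C with pinned compounds in phenol-red-free DMEM containing 10% FBS.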
HT1080-NT tox: qHTS for induction of synthetic lethality in tumor cells producing 2HG: qHTS for the HT-1080-NT fibrosarcoma cell line; HT-1080-NT fibrosarcoma viability, CellTiter-Glo ATP luminescence, 48 h; Potency, µM (series often up to 46.1 µM), for the others: at the highest dose activity, negative = less viability, actives largely listed as cytotoxic; 1.6% of 360,000 active; AID 686970, 2013;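 further: NT is the 2HG producing partner of a matched IDH1 knockdown line; potency means the concentration at half of the fitted maximal effect; 0% = DMSO-treated cells and -100% = media-only wells without cells; nearly all actives have a fitted effect of over 55% in size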
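Toxicity toward the 2HG-producing NT line was scored as %Activity, normalised to DMSO and no-cell wells, from CellTiter-Glo luminescence after 48 hours' treatment.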
SW480 rereplic: A quantitative high throughput screen for small molecules that induce DNA re-replication in SW480 colon adenocarcinoma cells | SW480 DNA re-replication, Hoechst DNA content imaging, 48 h | Potency, µM (series often up to 46.1 µM), for the others: at the highest dose re-replication activation, actives largely listed as activators | 1.8% of 340,000 active | AID 624297, 2012; further: potency means the concentration at half of the fitted maximal effect; % of control where 0% means no effect; nearly all actives have a fitted effect of over 55% in size
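DNA re-replication was detected as more nuclei of elevated Hoechst intensity after 48 hr exposure to compound (23 nL pinned per well of 250 cells).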
ATXN2 expr inh: Primary qHTS for Inhibitors of ATXN expression. HEK-293 ATXN2-luciferase reporter, luminescence, 24 h. Potency, µM (doses to about 57 µM), inactives show top-dose activity change, negative = inhibition, usual class: inhibitors. 0.72% of 360,000 active. AID 1745845, 2022; further: potency means the concentration at half of the fitted maximal effect; on the % scale 0 is the no-effect control and ±100 the full control effect; nearly all actives have a fitted effect of over 55% in size
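qHTS (up to 57 uM final) was run with 24 h compound exposure of reporter cells at 37 °C. Each well was multiplexed: SteadyGlo luminescence measured ATXN2-luciferase expression after a fluorogenic Gly-Phe-AFC viability readout (25 uM final).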
S2 tox: Viability Counterscreen for Primary qHTS for Inhibitors of ATXN expression | Potency, µM (titrated, usually from 56.7 µM), usual class: cytotoxic | S2 cells (HEK-293 line with an ATXN2-luciferase reporter) viability, CellTiter-Fluor protease fluorescence, 24 h | 0.49% of 400,000 active; further: potency means the concentration at half of the fitted maximal effect; nearly all actives have a fitted effect of over 40% in size
HepG2 tox: qHTS for Inhibitors of TGF-b: Cytotox Counterscreen; HepG2 CAGA-GFP viability, ATP luminescence, 18 h; Potency, µM (top dose mostly 46.1 µM), inactives show at the top dose activity change, negative = cytotoxicity, most hits filed as cytotoxic; 0.76% of 410,000 active; AID 588856, 2011; further: potency means the concentration at half of the fitted maximal effect; some results filed as inactive show a strong effect at the top dose
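CellTiter-Glo luminescence gave cytotoxicity after 18 hours at 37 degrees C. The cells were HepG2 CAGA-GFP in 1% FBS DMEM, stimulated with 500 pg/mL TGF-beta after compound addition. %Activity was normalised to no-cell wells (complete cell-killing) and DMSO (no toxicity), and curves were fitted and classified.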
HT1080 IDH1KD tx: qHTS for induction of synthetic lethality in tumor cells producing 2HG: qHTS for the HT-1080-IDH1KD cell line; HT-1080 IDH1 knockdown viability, ATP luminescence, 48 h; Potency, µM (highest dose often 46.1 µM), without a hit: top-dose activity, negative = toxicity, usual class: cytotoxic; 2% of 360,000 active; AID 686971, 2013;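 further: potency means the concentration at half of the fitted maximal effect; 0% = DMSO wells and -100% = cell-free medium wells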
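CellTiter-Glo luminescence after 48 h compound exposure at 37 degrees C of IDH1-knockdown HT-1080 cells in 5% FBS RPMI. %Activity scaled between DMSO wells and cell-free media wells, with curves fitted and assigned curve classes.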
MCF10A rereplic: A quantitative high throughput screen for small molecules that induce DNA re-replication in MCF 10a normal breast cells. Potency, µM (top dose mostly 46.1 µM), inactives show at the highest dose activity, positive = re-replication, hits mostly activators. 2.9% of 350,000 active. MCF 10A DNA re-replication, Hoechst nuclear intensity, 48 h; further: potency means the concentration at half of the fitted maximal effect; % of control where 0% means no effect; nearly all actives have a fitted effect of over 50% in size
IL-1B inflam inh: qHTS for Inhibitors of Inflammasome Signaling: IL-1-beta AlphaLISA Primary Screen | THP-1 LPS/ATP IL-1B secretion, AlphaLISA, 16 h; stronger effect = lower value | activity change, % at 57.5 µM | 4.7% of 360,000 active | AID 743279, 2014; in the data active means activity change below about -50%; inconclusive means mostly about -30% to -49%; further: on the % scale 0 is the no-effect control and ±100 the full control effect
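Secreted IL-1B measured by AlphaLISA bead assay after 16 h compound exposure of THP-1 cells; compounds (final up to 57.5 uM) added 1 h before LPS (250 ng/mL) and ATP (1.25 mM) stimulation; lower signal means less secretion.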
Starred values were filed as active, the others as inactive; i = inactive; ? = inconclusive; . = no result given; & = joins results of further samples; [ ] = dose if it differs, or a comment. Unless noted, the call rests on the fitted dose curve; in most records, active means well fitted curve in the direction sought with a large enough effect; inconclusive means small, poorly fitted or top-dose-only effect, or another doubt; inactive means no such curve, though single readings can be large; an effect the other way counts as inactive or inconclusive.

nr | Structure | KB-3-1 cytotox | HT1080-NT tox | SW480 rereplic | ATXN2 expr inh | S2 tox | HepG2 tox | HT1080 IDH1KD tx | MCF10A rereplic | IL-1B inflam inh
1 | O=C(CCn1ccnc1)Nc1nc2ccccc2[nH]1 | 3.0% | 4.0% | -0.1% | 16.7% | i | -2.2% | 4.6% | -0.7% | 14.5
2 | O=C(NCCCl)NNC(=O)c1cc2ccccc2cc1O | -7.2% | -7.2% | ? | 10.6% | i | -30.0% | -31.3% | -6.8% | -1.4
3 | COc1ccc(CC(=O)Nc2ccc(S(=O)(=O)N3CCCC3)cc2)cc1OC | -5.3% | 0.3% | -5.1% | -4.5% | i | -25.9% | -1.2% | 6.9% | -4.4
4 | COc1ccccc1NS(=O)(=O)c1cccc(C(=O)N2CCCC2)c1 | 12.5% | 3.0% | -3.4% | -9.1% | i | -3.3% | 9.1% | -11.4% | 5.3
5 | CC(=O)Nc1sc(C)c(C)c1CN1CCN(Cc2ccccc2)CC1 | 0.0% | 21.5% | 0.9% | -19.8% | i | 1.9% | ? | -2.8% | -1.0
6 | Cc1nc(-c2cccc(NC(=O)Nc3ccccc3C(F)(F)F)c2)no1 | 20.0% | . | . | 2.6% | i | -2.3% | . | . | .
7 | CCc1cccc(NC(=O)C2CCCN(S(=O)(=O)c3cccs3)C2)c1 (stereo unspecified) | 1.3%&-6.1% | ? | 4.9% | ? | ? | -6.5%&-22.7% | -26.9% | 4.8% | -16.0
8 | CCOC(=O)c1cc(C#N)c(SC)nc1-c1ccccc1 | -23.5% | -6.2% | 1.0% | -1.0% | i | 6.8% | -3.2% | 19.6% | -9.1
9 | Cn1ncc(Cl)c1C(=O)Nc1sc2c(c1C(N)=O)CCC2 | 12.4% | -15.8% | -1.6% | -4.3% | i | -13.6% | -19.9% | -0.1% | -4.3
10 | NC(=O)NNc1ncc(C(F)(F)F)cc1Cl | -2.0% | 6.0% | ? | . | i | 3.4% | 9.7% | -7.2% | -7.6
11 | Cc1sc2nc(Cc3ccccc3)[nH]c(=O)c2c1-c1ccccc1 | 2.9% | ? | -3.6% | -16.7% | i | 0.2% | ? | 1.5% | 0.0
12 | Cc1ccc(C(=O)NCCCNC(=O)c2ccco2)cc1 | 7.5% | 10.9% | -0.4% | 7.0% | i | 2.4% | 4.4% | -1.4% | -1.8
13 | COc1ccc(C(CC(=O)NCc2ccccc2Cl)N2Cc3ccccc3C2=O)cc1OC (stereo unspecified) | -0.5% | . | . | 0.4% | i | -14.8% | . | . | .
14 | CCN(c1ccccc1)S(=O)(=O)c1cccc(C(=O)NCC(c2ccco2)N2CCCCC2)c1 (stereo unspecified) | -7.0% | -27.0% | ? | -31.8% | ? | -4.8% | ? | 19.3% | -55.0*
15 | CC(=NNS(=O)(=O)c1ccc(C)cc1)c1ccccc1 | -2.8% | -1.4% | . | . | i | 7.3% | -4.7% | . | -24.1
16 | Cc1ccc(NC(=O)[C@H](Cc2ccccc2)NC(=O)[C@@H]2Cc3ccccc3CN2)c(C)c1 | 23.5% | -12.9% | -6.8% | 0.8% | i | 3.5% | -4.7% | 1.7% | 17.2
17 | COc1ccc(CNC(=O)C(=O)Nc2ccccc2OC)cc1 | 9.1% | . | . | 5.8% | i | -22.2% | . | . | .
18 | O=C(/C=C/Nc1ccc(S(=O)(=O)Nc2ncccn2)cc1)c1ccc(Cl)c(Cl)c1 | -4.4% | ? | 3.7% | ? | . | -3.4% | 6.5% | 15.0% | 9.9
19 | COc1ccccc1NS(=O)(=O)c1ccc(OC)c([N+](=O)[O-])c1 | -0.6% | 0.3% | -0.3% | -25.1% | i | 10.4% | 5.0% | 11.1% | 0.0
20 | O=C(CCCSc1ccccc1)Nc1cccc(CO)c1 | 6.5% | -0.7% | -5.1% | 0.0% | i | 11.1% | -3.1% | 2.4% | 40.5
21 | CC(=O)Nc1nc2cc(C(N)=O)ccc2s1 | 25.2% | 19.0% | -8.5% | 9.3% | i | -12.5% | 2.2% | -13.0% | ?
22 | CCN(CC)CC#CCC(C)(c1ccccc1)c1ccccc1 | -14.6% | ? | ? | ? | ? | -36.1% | ? | ? | ?
23 | O=C(NCCc1ccccc1)C(=O)c1c[nH]c2ccccc12 | -1.5% | -2.5% | -23.2%[1.84 µM] | 27.3% | ? | -41.0% | -0.3% | -4.8% | -18.0
24 | O=C(NCCCN1CCOCC1)c1cccnc1 | -9.9% | 0.1% | -0.7% | 0.3% | i | -2.1% | 0.0% | -0.1% | 3.2
25 | CC1(C)CC(=O)C2=C(C1)N(Cc1ccccc1)C(=O)C2(O)C(F)(F)F (stereo unspecified) | -1.7% | 10.3% | -6.6% | 7.3% | i | -20.0% | 20.5% | -2.5% | -0.3
26 | NC(=O)COC(=O)c1cc(-c2cccs2)nn1-c1ccccc1 | -2.8% | 7.5% | -21.8% | -5.9% | i | 3.4% | 1.2% | 4.6% | 13.0
27 | O=C(O)CSc1nnc(-c2cccc(S(=O)(=O)N3CCCCC3)c2)o1 | 3.7% | 18.8% | -5.4% | -26.2% | i | 1.5% | 8.5% | ? | 0.7
28 | COc1cc(NC(=O)N[C@@H](CCSC)C(=O)O)cc(OC)c1 | 5.0% | 20.5% | -67.0%[inhibitor] | -6.3% | i | 5.0% | 6.5% | ? | 21.5
29 | COc1ccc(S(=O)(=O)N(Cc2ccc(OC)c(OC)c2)Cc2ccco2)cc1 | -9.0% | -13.0% | -3.4% | -18.8% | ? | -13.6% | -11.8% | -2.5% | -13.7
30 | COc1ccc(Nc2n[nH]c(C)c2[N+](=O)[O-])cc1 | 6.6% | 6.1% | 0.1% | 56.7%[activator] | i | -5.0% | 14.5% | -3.1% | -10.4
31 | CCOC(=O)N1CCN(S(=O)(=O)c2ccc(OC)c(Cl)c2)CC1 | -0.8% | 9.0% | -0.3% | 0.2% | i | -4.4% | 13.3% | -11.4% | 2.4
32 | Cc1ccc(C(=O)NC(C)c2ccncc2)o1 (stereo unspecified) | 5.3% | 0.1% | -7.1% | -3.3% | i | 9.4% | 8.2% | -1.8% | 12.6
33 | CCOC(=O)N1CCN(c2nc(C)c3c(n2)CCCC3=O)CC1 | 6.7% | 25.3% | -0.4% | 25.1% | i | -2.2% | 5.0% | 7.5% | 11.2
34 | COc1ccc(CCC(=O)NCc2ccccc2OC)cc1 | -11.7% | -1.8% | -5.1% | -12.6% | i | 14.9% | -2.5% | 0.4% | -18.6
35 | CCOc1ccc(NS(=O)(=O)c2ccc(C(=O)N3CCC3)cc2)cc1 | ? | -1.0% | 15.3% | -5.2% | i | -11.1% | -1.9% | 1.0% | 0.0
36 | CCOC(=O)[C@]12CCC=C1N(Cc1ccccc1)C(=O)[C@H](CC(=O)NCCC(C)C)C2 | 4.2% | 21.6% | . | 8.1% | i | . | 8.2% | . | 0.0
37 | Cn1ccnc1COc1ccc(/C=N/O)cc1 | 0.1% | 4.5% | -3.0% | 25.3% | i | -1.1% | 4.7% | 11.8% | 6.8
38 | NC(=O)C1CCCN(C(=O)NC2CCCCC2)C1 (stereo unspecified) | -0.3% | 17.3% | 3.0% | -17.9% | i | 9.0% | 8.8% | 0.8% | 37.1
39 | Cc1ccc(Cl)cc1NC(=O)N1CCN(C)c2ncccc21 | ? | . | . | -1.3% | i | -41.9% | . | . | .
40 | Cc1ccccc1C(=O)NC(=S)Nc1ccc(S(=O)(=O)N2CCN(C)CC2)cc1 | -4.7% | -8.5% | ? | -0.2% | i | -4.2% | -0.7% | ? | 21.6
41 | COc1ccccc1CCNC(=O)c1csc2c1CCCC2 | 13.2% | -16.7% | 0.2% | 5.9% | ? | -18.0% | -3.8% | 17.0% | -6.9
42 | Clc1ccc(-c2cnnc(-c3ccccn3)n2)cc1 | 10.6% | -16.6% | -9.7% | ? | ? | -10.2% | ? | -0.8% | 9.2
43 | CCOC(=O)c1ccc(NC(=O)CC2C(=O)N(c3ccc(F)cc3)C(=O)N2CCCOC)cc1 (stereo unspecified) | -14.5% | 7.9% | -5.2% | -9.1% | i | -14.2% | -26.0% | -7.4% | -19.6
44 | c1ccc(CSC2=NCCS2)cc1 | -0.8% | 7.3% | -1.5% | -12.8% | i | 9.0% | 2.8% | 16.9% | -3.4
45 | CCN(Cc1ccncc1)Cc1nc(CC2CC2)no1 | -5.8% | 2.2% | 6.3% | -8.4% | i | -11.5% | 8.5% | 1.3% | 3.4
46 | CCC(CC)NC(=O)C1CCN(c2ccc(S(=O)(=O)N3CCOCC3)cc2[N+](=O)[O-])CC1 | 18.1% | 9.1% | -1.6% | -5.8% | i | -4.2% | 1.0% | 1.3% | 21.9
47 | Cc1ccc(C)c2sc(N3CCN(C(=O)c4ccc([N+](=O)[O-])o4)CC3)nc12 | ? | ? | ? | -34.7% | i | -47.0% | ? | 9.2µM* | -102.8*
48 | CC(C)NS(=O)(=O)c1ccc(NC(=O)C2CCCCC2)cc1 | ? | 0.5% | 1.2% | 2.4% | i | 1.5% | -6.7% | -6.4% | 0.3

A second format for part of the listing above:
48: CC(C)NS(=O)(=O)c1ccc(NC(=O)C2CCCCC2)cc1
45: CCN(Cc1ccncc1)Cc1nc(CC2CC2)no1
Screen / compound no. | 48 | 45
KB-3-1 cytotox | ? | -5.8%
HT1080-NT tox | 0.5% | 2.2%
SW480 rereplic | 1.2% | 6.3%
ATXN2 expr inh | 2.4% | -8.4%
S2 tox | i | i
HepG2 tox | 1.5% | -11.5%
HT1080 IDH1KD tx | -6.7% | 8.5%
MCF10A rereplic | -6.4% | 1.3%
IL-1B inflam inh | 0.3 | 3.4
